PDI turbidity – blocks human protein disulfide isomerase activity | P07237 | actives 0.052% (n = 350,000) | PDI insulin aggregation turbidity, A650, 90 min | inhibition, % at 10 µM;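 active means mean inhibition across replicates of 30% or more, whatever share of single replicates reach that level; inconclusive means mean inhibition below 30% while every single replicate reaches 30%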;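 further: absorbance from insulin aggregation driven by PDI reduction with DTT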
Target sequence (P07237 whole entry, looked up): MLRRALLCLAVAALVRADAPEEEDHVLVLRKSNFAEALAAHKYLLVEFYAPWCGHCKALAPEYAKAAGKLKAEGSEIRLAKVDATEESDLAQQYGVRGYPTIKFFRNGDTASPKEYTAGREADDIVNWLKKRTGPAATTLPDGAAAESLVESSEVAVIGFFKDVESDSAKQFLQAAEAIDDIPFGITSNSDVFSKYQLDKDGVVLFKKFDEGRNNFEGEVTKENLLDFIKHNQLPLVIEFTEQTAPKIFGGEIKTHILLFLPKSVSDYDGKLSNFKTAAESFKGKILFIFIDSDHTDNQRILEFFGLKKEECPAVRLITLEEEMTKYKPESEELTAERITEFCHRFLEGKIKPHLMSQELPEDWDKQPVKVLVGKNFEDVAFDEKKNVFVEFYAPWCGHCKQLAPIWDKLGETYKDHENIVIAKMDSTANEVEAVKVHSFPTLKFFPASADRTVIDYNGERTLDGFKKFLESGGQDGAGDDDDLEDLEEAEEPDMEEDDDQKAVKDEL
ABCB6 inh MLPCN – human ABCB6 transporter inhibition. actives 0.19% (n = 360,000). fluorescence ratio to DMSO, % at 10 µM. K562-ABCB6 porphyrin accumulation, flow cytometry, 1 h; stronger effect = lower value. Q9NP58;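 active means fluorescence ratio to DMSO below 75%, the collection mean minus 3 SD; inconclusive means too few cells collected in the well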;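 further: signal is porphyrin accumulated inside mitochondria; 100% equals median channel fluorescence of DMSO control wells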
CaV13 ICDI inh – Disruptors of the CACNA1D IQ motif to Ca2+-dependent inactivation inhibitor domain association, primary screening, Förster resonance energy transfer in intact living …; actives 0.098% (n = 340,000); HEK cells, CFP/YFP FRET ICDI-IQ, plate reader, 10 min; percent FRET-ratio fall versus neutral wells; AID 743397; inhibition, % at 12.3 µM;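 active means mean replicate inhibition of at least 30% and at least 1% of replicates passing that level; inconclusive means only one of the two criteria is met; inactive means neither criterion is met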;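 further: 0% = median of the neutral control wells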
Granule exo inh – lytic granule exocytosis inhibition; TALL-104 LAMP-1 surface exposure, flow cytometry; cells stimulated with thapsigargin and PMA; inhibition, % at 10 µM; actives 0.66% (n = 360,000); AID 651702;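 active means inhibition above about 55%, limit read from the data; inconclusive means no clear call, values can overlap the other calls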
hiPSC survival – hiPSC single-cell survival enhancement; actives 0.044% (n = 360,000); AID 602274; survival enhancement, % at 20 µM; ATPlite luminescence; 100% = ROCK inhibitor wells, 0% = DMSO; in the data active means survival enhancement above about 18%;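 further: cells exposed to compounds for 16 hours before the ATP read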
Cardio protect – modulators protecting cardiomyocytes from myocardial damage; H9c2 cardiomyocytes, H2O2 injury protection, ATPLite, 2 h; actives 0.63% (n = 360,000); AID 588492; protection from H2O2 cell death, % at 20 µM;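 active means compounds giving at least 50% protection of heart cells from peroxide-induced death in the single-dose screen, raw or plate-pattern-corrected value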;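 further: 0% = DMSO wells with peroxide and 100% = DMSO wells without peroxide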
N-glyco inh – N-linked glycosylation inhibition | D54 ERlucT glycosylation luciferase reporter, 24 h; percent of 100 nM tunicamycin response | reporter increase, % at 12.5 µM | actives 0.23% (n = 360,000) | AID 588692;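 active means mean luciferase reporter signal, scaled so untreated is 0 and the glycosylation-blocking control 100, at or above a set limit in every replicate; inconclusive means mean reaches the limit but not every replicate does; inactive means mean below the limit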;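 further: luciferase carries N-glycosylation sites so blocking glycosylation raises the light; 0% = median of neutral control wells and 100% = median of 100 nM tunicamycin wells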
aDG glyco act – increases alpha dystroglycan glycosylation; Pro5-aDG cells, alpha-DG glycosylation AlphaScreen (IIH6); 0% Pro5, 100% B10-LARGE cell signal; activation, % at 10 µM; actives 0.22% (n = 360,000);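 active means activation of at least 8% versus controls, or a plate z-score of at least 8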;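 further: Pro5 are CHO cells carrying HIG-tagged alpha-DG that lacks glycosylation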
Vif imaging – HIV Vif inhibition | inhibition, % at 7.49 µM | actives 0.35% (n = 340,000) | HEK293T cells, Vif self-association by quenched fluorescence, imaging, 24 h; in the data active means inhibition above about 50%, passing the limit was not always enough; inconclusive means no clear call, values can overlap the other calls; inactive means below about 31%; further: some results filed as inactive read as strong as hits
HTR2A ag – mouse HTR2A agonism via beta-arrestin recruitment; P35363; CHO-K1 mHTR2A beta-arrestin complementation, luminescence; percent of 30 µM serotonin response; activation, % at 7.6 µM; actives 0.66% (n = 360,000); AID 624169;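 active means activation above a run cutoff, the mean activation of all tested compounds plus 3 SD, cut at about 14% in these data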;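 further: 0% = plate median of compound wells and 100% = 30 µM serotonin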
Target sequence (P35363 whole entry, looked up): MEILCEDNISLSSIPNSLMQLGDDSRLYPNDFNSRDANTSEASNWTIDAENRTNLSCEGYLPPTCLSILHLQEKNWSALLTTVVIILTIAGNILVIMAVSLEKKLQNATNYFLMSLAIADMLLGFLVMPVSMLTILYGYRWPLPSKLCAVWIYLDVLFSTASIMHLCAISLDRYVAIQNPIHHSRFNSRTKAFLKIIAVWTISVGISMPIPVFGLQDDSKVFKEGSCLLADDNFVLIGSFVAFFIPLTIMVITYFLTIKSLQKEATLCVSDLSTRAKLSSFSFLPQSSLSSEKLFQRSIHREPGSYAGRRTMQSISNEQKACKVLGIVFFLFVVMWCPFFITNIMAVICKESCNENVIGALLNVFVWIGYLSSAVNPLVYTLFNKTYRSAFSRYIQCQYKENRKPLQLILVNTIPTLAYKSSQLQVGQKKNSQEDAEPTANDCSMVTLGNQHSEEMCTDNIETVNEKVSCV
* hit, by the source's call; ? = inconclusive; / = no result given. Outcome played no part in choosing rows; 3.1% or so of the library scored in one or more.

SMILES	PDI turbidity	ABCB6 inh MLPCN	CaV13 ICDI inh	Granule exo inh	hiPSC survival	Cardio protect	N-glyco inh	aDG glyco act	Vif imaging	HTR2A ag
CCN(CC(=O)Nc1ccc(OC)cc1)C(=O)C1CCN(C(=O)c2ccc(Cl)cc2)CC1	-8	97	-4	4	0.1	-2	3	0.1	-1	2
Cc1ccc(C)c(Nc2ncnc3nc[nH]c23)c1	7	99	-7	-4	0.0	-12	3	0.1	/	-3
Cc1ccccc1[C@@H]1C(C#N)=C(N)S[C@H]1C(=O)c1ccccc1	3	85	-6	-1	0.6	-7	-2	0.2	0	-10
COc1ccc(C(=O)NC(=S)NCc2ccccc2)cc1	7	92	-6	-1	-2.7	-1	0	-0.1	5	-5
Cc1ccc(Nc2nc3nonc3[nH]c2=O)cc1C	-6	94	-6	2	-0.6	-22	0	-0.2	-14	5
O=C(CN1C(=O)CCC1=O)Nc1nc(-c2ccc(Oc3ccccc3)cc2)cs1	-1	100	-7	-1	1.5	-2	3	-0.1	13	7
CCCc1ccc(C(=O)NNc2cccc(C)c2)cc1	1	101	-13	5	-0.6	-7	0	0.4	?	1
CCC(C)(C)NC(=O)CN(Cc1ccc2c(c1)OCO2)C(=O)CCC(=O)Nc1cc(C)ccn1	-6	100	-4	24	-0.7	1	2	0.1	-11	-5
COc1ccc(C(=O)NNC(=O)C(=O)/C=C(\O)c2ccc(C)cc2)cc1	0	93	-4	-2	0.1	8	2	-0.2	-12	0
COc1ccc(NC(=O)Oc2ccccc2)cc1Cl	15	96	-1	5	-0.6	7	0	-0.1	14	-3
C#CCOC(=O)c1ccccc1C(=O)N(CC)CC	-10	95	-6	-3	0.2	1	1	-0.3	2	1
CCn1cc(Br)c(C(=O)NN)n1	-7	94	-2	-2	7.9	-1	4	0.1	4	-1
CC(Oc1ccccc1)C(=O)N1CCN=C1SCc1ccc(F)cc1 (centres undefined)	-16	98	-3	4	-0.6	-13	-1	0.0	-1	-1
CCN=C1NN=C(c2cc(C)n(Cc3ccco3)c2C)CS1	-2	104	12	-3	0.8	-13	-14	0.1	7	0
Cc1cccc(NC(=O)c2ccc(S(=O)(=O)N3CCN(C)CC3)cc2)c1C	-2	99	-5	-6	-0.5	4	2	-0.1	0	-7
Cc1nc(NC(=O)CSc2nnc(-c3ccc4c(c3)OCO4)o2)c(Cl)cc1Cl	7	83	-5	-3	-2.1	-3	0	0.0	-18	6
CCc1nnc(NC(=O)c2cccc(S(=O)(=O)N3CC(c4ccccc4)CC3=O)c2)s1 (centres undefined)	/	99	-2	5	0.6	-3	-3	-0.1	4	5
COc1ccc(-c2nc(C)ncc2-c2ccc(Cl)cc2)c(O)c1	-4	109	-20	26	-0.9	0	-2	0.2	/	3
COc1ccc(NC2CC(=O)N(C)C2=O)cc1 (centres undefined)	2	104	-4	4	0.1	2	1	3.2	-1	-2
Cc1cccc(N2C(=O)Cc3ccccc3C2=O)c1	-20	99	-3	-1	0.1	9	2	-0.2	-2	9
CC(C(=O)Nc1ccon1)N1C(=O)c2ccccc2S1(=O)=O (centres undefined)	-2	97	-2	7	0.1	-4	2	0.0	13	-2
O=C(CN1CCC(n2nnc3cc(F)ccc32)CC1)N1CCCc2ccccc21	-5	99	-5	-1	-2.6	2	-6	0.1	2	-2
C=C1CC[C@H](O)C/C1=C/C=C1\CCC[C@]2(C)[C@@H]([C@H](C)/C=C/[C@H](C)C(C)C)CC[C@@H]12	14	94	-5	-4	1.5	0	-3	0.2	1	1
COc1ccccc1NC(=O)CSc1nnc(NC(=O)C2CCC2)s1	5	100	-4	1	0.7	-2	1	0.0	-9	-4
COc1ccc(NC(=O)C2CCCCN2S(=O)(=O)c2ccccc2)cc1S(=O)(=O)N1CCOCC1 (centres undefined)	-4	96	-4	-1	-0.5	-4	-1	-0.2	20	-4
O=C(COC(=O)/C=C/c1cccc(Cl)c1)Nc1ccc(N2CCOCC2)cc1	-1	96	-10	-1	0.7	-8	3	0.3	-6	1
Cc1ccc(-c2nnn(CC(=O)N(c3ccccc3)C(C(=O)NC3CCCC3)c3ccncc3)n2)o1 (centres undefined)	-33	97	-4	-3	-0.2	1	1	0.2	13	7
CCOc1ccc(NC(=S)N2CCC(N(C)CC3CCCO3)CC2)cc1 (centres undefined)	4	101	-5	-1	-2.0	4	2	-0.1	13	-2
Cc1ccc(N(C(=O)Cn2nnc(-c3ccccc3)n2)C(C(=O)NC2CCCCC2)c2ccccn2)cc1C (centres undefined)	4	100	-15	-1	-2.2	-3	2	0.0	-2	6
CCSc1nnc2c(n1)[nH]c1c(C)cccc12	-1	98	/	-1	-2.4	-10	5	0.3	-12	2
CS(=O)c1ccccc1COC(=O)Nc1ccccc1 (centres undefined)	3	97	/	-3	2.2	-2	2	1.2	-1	1
CCOC(=O)C1=C(C)N(CCCC(=O)O)C(=O)NC1c1ccc(OC)cc1 (centres undefined)	0	101	-3	4	-2.3	-2	4	0.3	-1	1
O=C(Nc1ncccn1)c1cc([N+](=O)[O-])cc([N+](=O)[O-])c1	2	100	-4	-1	3.1	21	5	0.0	/	4
COc1ccc(CCNc2oc(-c3ccco3)nc2C#N)cc1	-7	100	-3	-5	0.7	-5	2	0.1	-2	-1
O=S(=O)(c1ccc(OCC(O)CN2CCN(c3ccccc3)CC2)cc1)N1CCOCC1 (centres undefined)	-6	99	-7	-8	-0.1	-1	0	-0.2	1	18*
CC(=O)Nc1ccc(S(=O)(=O)NCCC(=O)OCC(=O)c2ccc(F)c(F)c2)cc1	0	98	/	-1	-0.5	1	1	0.6	6	0
CC1(C)CC(=O)C=C(c2cccc(OC(=O)c3ccc(Br)cc3)c2)C1=O	4	99	-5	8	-0.1	-10	1	0.2	/	2
Cc1ccc(S(=O)(=O)CCN2CCC(O)(c3ccccc3)CC2)cc1	4	101	-20	-6	-0.5	6	-2	0.1	-2	-1
O=C(O)c1cc(NN=C2c3ccccc3-c3ccccc32)ccc1Cl	-1	97	-3	-1	0.1	-4	2	-0.1	-2	-2
Cc1cc(C(=O)Nc2ccc(C(=O)O)cc2)c(-c2ccccc2)o1	-4	96	-1	-3	1.7	0	1	0.4	-5	0

Filtered by structure, the compounds so far with a Cl atom (6)
SMILES	PDI turbidity	ABCB6 inh MLPCN	CaV13 ICDI inh	Granule exo inh	hiPSC survival	Cardio protect	N-glyco inh	aDG glyco act	Vif imaging	HTR2A ag
CCN(CC(=O)Nc1ccc(OC)cc1)C(=O)C1CCN(C(=O)c2ccc(Cl)cc2)CC1	-8	97	-4	4	0.1	-2	3	0.1	-1	2
COc1ccc(NC(=O)Oc2ccccc2)cc1Cl	15	96	-1	5	-0.6	7	0	-0.1	14	-3
Cc1nc(NC(=O)CSc2nnc(-c3ccc4c(c3)OCO4)o2)c(Cl)cc1Cl	7	83	-5	-3	-2.1	-3	0	0.0	-18	6
COc1ccc(-c2nc(C)ncc2-c2ccc(Cl)cc2)c(O)c1	-4	109	-20	26	-0.9	0	-2	0.2	/	3
O=C(COC(=O)/C=C/c1cccc(Cl)c1)Nc1ccc(N2CCOCC2)cc1	-1	96	-10	-1	0.7	-8	3	0.3	-6	1
O=C(O)c1cc(NN=C2c3ccccc3-c3ccccc32)ccc1Cl	-1	97	-3	-1	0.1	-4	2	-0.1	-2	-2

Remaining list, next part.
SMILES	PDI turbidity	ABCB6 inh MLPCN	CaV13 ICDI inh	Granule exo inh	hiPSC survival	Cardio protect	N-glyco inh	aDG glyco act	Vif imaging	HTR2A ag
Cc1ccc(-c2nc(C(=O)NCCCN3CCOCC3)cc3c2[nH]c2ccccc23)cc1	/	94	/	56*	-1.7	21	9	0.1	-6	-8
O=C(O)CC12CC3CC(C1)CC(n1ncc(NCc4ccc(F)cc4Cl)c(Cl)c1=O)(C3)C2	-2	100	-5	0	-0.3	-2	0	0.2	-8	2
CCOc1ccccc1NC(=O)COC(=O)C1COc2ccccc2O1 (centres undefined)	7	99	-7	0	-2.2	3	5	-0.1	/	3
CCOc1ccc(CCNC(=O)CSCC(=O)Nc2cccc(C)c2)cc1OCC	13	90	-3	9	0.2	6	-1	1.0	-11	-2
CCOc1ccc(-c2nn(-c3ccccc3)cc2/C=C(\C#N)S(=O)(=O)c2ccccc2)cc1C	-7	90	/	0	-0.8	-11	0	1.0	12	-2
CC(=O)c1ccc(N=C2SCCCN2C(=O)C2CCCCC2)cc1	-6	98	1	27	-0.7	14	-4	0.3	5	8
O=c1cc[nH]c2cccc(Cc3ccccc3)c12	-5	93	-8	2	-0.1	-1	-3	0.8	-4	4
CN(c1ccccc1)S(=O)(=O)c1ccc(Cl)c(C(=O)Nc2ccncc2)c1	3	92	-4	2	12	-20	3	3.5	-19	0
O=S1(=O)CCOCCCN1Cc1ccc(Cl)cc1	8	95	-7	0	1.1	0	0	0.0	/	-1
CC(C)c1ccc(S(=O)(=O)N2CCC(C(=O)N3CCC3)CC2)cc1	-2	100	-2	1	-0.4	-10	1	0.2	-3	6
Cc1cccc(CNC(=O)c2sc(=O)n(Cc3c(C)cccc3C)c2C)c1	4	98	-3	-2	0.8	-4	-9	-0.2	-1	-2
O=C(CSc1nc2ccccc2c(=O)n1NC(=O)Cc1ccccc1)NCCc1ccccc1	6	102	-3	-2	-3.8	5	-3	0.0	-1	-2
C[C@@H](C(=O)CC(=O)OC(C)(C)C)[C@@H](O)c1c(F)cccc1Cl	2	105	-4	-3	4.6	-4	7	-0.3	-3	4
COc1ccc(C(=O)Nc2ccc(NC(=O)C(C)C)nc2)cc1	5	96	-2	-1	-0.3	6	2	0.3	3	-1
Cc1c(/C=N/NC(=O)C2(O)c3ccccc3-c3ccccc32)cnn1C	8	100	-20	0	-0.7	0	1	-0.2	1	1
COc1cccc(C(=O)NCCS(=O)(=O)N2CCN(C(=O)c3ccco3)CC2)c1	-6	96	-6	0	-0.6	-3	-1	0.7	1	-8

Three compounds from above, sorted by count of non-hydrogen atoms, falling.
SMILES	PDI turbidity	ABCB6 inh MLPCN	CaV13 ICDI inh	Granule exo inh	hiPSC survival	Cardio protect	N-glyco inh	aDG glyco act	Vif imaging	HTR2A ag
Cc1ccc(-c2nc(C(=O)NCCCN3CCOCC3)cc3c2[nH]c2ccccc23)cc1	/	94	/	56*	-1.7	21	9	0.1	-6	-8
CCOc1ccc(CCNC(=O)CSCC(=O)Nc2cccc(C)c2)cc1OCC	13	90	-3	9	0.2	6	-1	1.0	-11	-2
CCOc1ccccc1NC(=O)COC(=O)C1COc2ccccc2O1 (centres undefined)	7	99	-7	0	-2.2	3	5	-0.1	/	3
